GAA glycogen mod = qHTS Assay for Inhibitors and Activators of Human alpha-Glucosidase Cleavage of Glycogen | Lysosomal alpha-glucosidase (Homo sapiens), P10253 | recombinant GAA, glycogen substrate, Amplex Red glucose oxidase fluorescence | Potency, µM (highest dose often 76.4 µM), without a hit: at the highest dose activity change, negative = inhibition, usual class: inhibitors | 0.38% of 300,000 active | AID 2100, 2009;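 also: 0% = full enzyme reaction and -100% = no-enzyme basal signal; the screen sought inhibitors and activators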
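Recombinant human alpha-glucosidase (4 nM final) hydrolysed bovine liver glycogen (30 ug) for 40 min at 37 C in pH 5.0 citrate/phosphate with 0.01% Tween-20. Released glucose detected by glucose oxidase/Amplex Red, Ex 573/Em 610 nm. Compounds up to 77 uM; AC50 from Hill fits.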
KDM4E inh = qHTS Assay for Inhibitors of Human Jumonji Domain Containing 2E (JMJD2E); JMJD2E catalytic domain, FDH-coupled NADH fluorescence (FDH is formaldehyde dehydrogenase); Potency, µM (doses to about 57.1 µM), for inactives: at the highest dose activity change, negative = inhibition, actives largely listed as inhibitors; Lysine-specific demethylase 4E (Homo sapiens), B2RXH2; 1.6% of 230,000 active; active = well fitted inhibition curve with a large enough effect, not every such curve was filed as active; inconclusive = small, poorly fitted or top-dose-only effect, or another doubt; inactive = no such curve, though single readings can be large or run the other way;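 also: 0% = wells with enzyme and -100% = buffer wells without enzyme; nearly all actives have a fitted effect of over 50% in size; many of its hits are not listed in these tables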
aGal spleen mod = qHTS Assay for Inhibitors and Activators of Human alpha-Galactosidase From Spleen Homogenate. Alpha-galactosidase A (Homo sapiens), P06280. human spleen homogenate, 4MU-alpha-Gal fluorescence, 40 min. Potency, µM (top dose mostly 80 µM), for the others: top-dose activity change, negative = inhibition, hits mostly inhibitors. 0.008% of 240,000 active;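 also: 0% = enzyme with vehicle and -100% = no enzyme basal signal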
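qHTS titration in buffer at pH 5.0. Alpha-galactosidase activity in spleen homogenate was measured via 4-methylumbelliferone release from 1 mM fluorogenic substrate after 40 min at 37C and a pH 10 stop. AC50 came from Hill fits of control-normalized data.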
ALDH1A1 block = qHTS Assay for Inhibitors of Aldehyde Dehydrogenase 1 (ALDH1A1); Purified ALDH1A1, NADH fluorescence, propionaldehyde substrate; Potency, µM (doses to about 75.3 µM), for inactives: at the top dose activity, negative = inhibition, hits mostly inhibitors; 7.3% of 220,000 active; AID 1030, 2008; active = well fitted inhibition curve with a large enough effect, not every such curve was filed as active; inconclusive = small, poorly fitted or top-dose-only effect, or another doubt; inactive = no such curve, though single readings can be large or run the other way;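 also: plate controls were no enzyme wells and a reference inhibitor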
Target sequence (P00352 whole entry, looked up): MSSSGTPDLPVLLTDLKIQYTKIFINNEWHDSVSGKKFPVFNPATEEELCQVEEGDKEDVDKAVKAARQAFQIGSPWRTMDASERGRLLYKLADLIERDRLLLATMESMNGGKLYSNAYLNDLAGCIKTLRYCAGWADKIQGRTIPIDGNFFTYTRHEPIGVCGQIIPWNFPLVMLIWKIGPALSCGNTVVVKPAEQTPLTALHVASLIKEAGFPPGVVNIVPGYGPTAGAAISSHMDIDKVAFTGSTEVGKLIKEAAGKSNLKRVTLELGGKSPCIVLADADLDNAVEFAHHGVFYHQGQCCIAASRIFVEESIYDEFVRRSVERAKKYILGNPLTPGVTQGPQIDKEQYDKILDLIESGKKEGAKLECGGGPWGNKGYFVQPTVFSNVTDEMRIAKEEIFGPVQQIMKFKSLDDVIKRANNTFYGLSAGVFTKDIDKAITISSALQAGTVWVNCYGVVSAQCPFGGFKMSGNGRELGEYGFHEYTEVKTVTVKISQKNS
GAA spleen mod = qHTS Assay for Inhibitors and Activators of Human alpha-Glucosidase From Spleen Homogenate; Lysosomal alpha-glucosidase (Homo sapiens), P10253; human spleen homogenate, 4-MU-alpha-glucoside fluorescence; Potency, µM (titrated, usually from 79.9 µM), for inactives: at the top dose activity change, negative = inhibition, actives largely listed as inhibitors; 0.006% of 240,000 active; AID 2112, 2009;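 also: 0% = enzyme with vehicle and -100% = no enzyme basal signal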
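Human spleen homogenate (1 ug) with 4-methylumbelliferyl-alpha-D-glucopyranoside (1 mM final) in 50 mM citrate/phosphate pH 5.0, 0.01% Tween-20; 40 min at 37 C. Stopped at pH 10; 4-MU fluorescence Ex 365/Em 440 nm; AC50 by Hill fit.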
SMN2 splice enh = qHTS Assay for Enhancers of SMN2 Splice Variant Expression; HEK293 SMN2-luciferase splicing reporter, luminescence, 30-36 h; Potency, µM (highest dose often 46.1 µM), for the others: at the top dose activity change, positive = activation, most hits filed as activators; 2.8% of 210,000 active; AID 1458, 2008; also: % of control where 0% means no effect; nearly all actives have a fitted effect of over 55% in size
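HEK293 cells carry an SMN2 […]–luciferase reporter in which exon 7 inclusion puts luciferase in frame. Cells were plated 10-12 h before compound addition, then incubated 30-36 h at 37C. ONE-Glo luminescence was read; sodium butyrate at 4.5 mM final served as control.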
GAA inhib = qHTS Assay for Inhibitors of Human alpha-Glucosidase as a Potential Chaperone Treatment of Pompe Disease | Lysosomal alpha-glucosidase (Homo sapiens), P10253 | purified human GAA, 4-MU-alpha-glucoside fluorescence | Potency, µM (highest dose often 76.9 µM), for inactives: top-dose activity change, negative = inhibition, hits mostly inhibitors | 0.005% of 200,000 active;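 also: plate controls were uninhibited enzyme wells for no effect and no-enzyme background for full effect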
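Read-out is 4-methylumbelliferone fluorescence (Ex 365/Em 440 nm) after NaOH/glycine stop at pH 10. Enzyme 4 nM, substrate 400 uM, pH 5.0 citrate buffer, 20 min room temperature; AC50 from Hill-equation concentration-response.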
GoLoco inh red = qHTS Assay for Inhibitors of RGS12 GoLoco Motif Activity (Red Fluorophore). 0.44% of 230,000 active. Guanine nucleotide-binding protein G(i) subunit alpha-1 (Homo sapiens), P63096. Potency, µM (doses to about 61.6 µM), inactives show at the top dose activity, negative = inhibition, actives largely listed as inhibitors. AID 880, 2007. Gai1:RGS12 GoLoco peptide FP, rhodamine, 10 min; active = well fitted inhibition curve with a large enough effect, not every such curve was filed as active; inactive = no such curve, though single readings can be large or run the other way; also: % is scaled to controls: 0 for no effect and ±100 for the full control effect; nearly all actives have a fitted effect of over 30% in size; many of its hits are not listed in these tables
Target sequence (P63096 whole entry, looked up): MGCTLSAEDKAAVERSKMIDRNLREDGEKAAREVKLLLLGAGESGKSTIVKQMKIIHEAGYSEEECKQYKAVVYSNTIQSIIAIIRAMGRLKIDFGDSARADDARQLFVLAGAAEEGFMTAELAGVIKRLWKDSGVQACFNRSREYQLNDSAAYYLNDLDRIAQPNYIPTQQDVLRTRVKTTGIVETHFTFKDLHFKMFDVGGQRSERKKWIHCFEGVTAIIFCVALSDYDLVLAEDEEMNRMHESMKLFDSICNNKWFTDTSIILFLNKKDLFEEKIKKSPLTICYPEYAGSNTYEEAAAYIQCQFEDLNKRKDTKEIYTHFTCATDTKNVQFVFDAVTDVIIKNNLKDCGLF
Starred values were filed as active, the others as inactive; ? = inconclusive; / = not tested or not shown; [ ] = another dose, or the depositor's remark. Unless noted, calls follow the shape of the dose curve; as a rule, active = well fitted curve in the direction sought with a large enough effect; inconclusive = small, poorly fitted or top-dose-only effect, or another doubt; inactive = no such curve, though single readings can be large; an effect the other way counts as inactive or inconclusive. Potency is read from the fitted curve at half-maximal effect. These rows are one share of the data (hit frequency here may not be typical).

no.	smiles	GAA glycogen mod	KDM4E inh	aGal spleen mod	ALDH1A1 block	GAA spleen mod	SMN2 splice enh	GAA inhib	GoLoco inh red
1	O=C1CC2C(=O)NCCN2C(=NC(=O)c2ccc(Cl)cc2)N1 (stereo not given)	-7%	-1%	3%	2%	2%	14%	-2%	5%
2	COC(=O)c1ccc(C2c3c(oc4ccc(Cl)cc4c3=O)C(=O)N2CCN2CCOCC2)cc1 (stereo not given)	3%	-18%	-4%	/	-7%	/	/	2%
3	CCS(=O)(=O)C(=C(Nc1ccc(OC)cc1)Nc1ccc(OC)cc1)S(=O)(=O)CC	-8%	6%	-9%	9%	0%	-10%	1%	1%
4	CCOC(=O)C1=C(O)/C(=C/c2cc(OC)c(OC)c(OC)c2)N=C1C	5%	-11%	-3%	-6%	-11%	-1%	2%	12%
5	COc1ccc(CNC(=O)CS(=O)Cc2nc(-c3ccccc3C)oc2C)cc1 (stereo not given)	?	-6%	2%	?	-10%	-20%	-7%	1%
6	COC(=O)c1cn(CCOc2ccccc2)c2ccccc12	-7%	-2%	-9%	3%	3%	23%	-6%	1%
7	O=C(Nc1cccc2ccccc12)c1cc2c(cc1Br)OCO2	-2%	-4%	12%	-10%	1%	/	3%	10%
8	COc1ccc(NC(=O)c2ccc(S(=O)(=O)N3CCCCCC3)cc2)c(OC)c1	-4%	7%	-1%	/	-5%	/	/	-8%
9	C#CCOCCOCCOCCNc1nc(N2CCN(C(=O)Cn3cc(CCCCN)nn3)CC2)nc(N2CCN(C(=O)Cn3cc(CCCCN)nn3)CC2)n1	8%	10%	5%	8%	-3%	25%	4%	-5%
10	Cc1cc(NC(=O)c2noc3c2CCCC3)no1	2%	5%	-1%	-3%	-4%	?	-1%	4%
11	COc1ccc(S(=O)(=O)N2CCN(C(=O)c3c(-c4ccccc4)noc3C)CC2)cc1	-4%	2%	2%	?	-3%	-16%	-14%	5%
12	CCCOC(=O)CN1C(=O)c2ccc(C(=O)OCCC)cc2C1=O	-1%	0%	-5%	-10%	-18%	7%	-5%	5%
13	CCN1CCN(C(=O)c2ccc(CS(=O)(=O)Cc3ccccc3F)o2)CC1	6%	-2%	3%	-1%	-5%	17%	-19%	5%
14	Cc1ccc(C(c2c(C)[nH][nH]c2=O)c2c(C)[nH][nH]c2=O)cc1[N+](=O)[O-]	-19%	2%	0%	-7%	-3%	-10%[1.84 µM]	-6%	-2%
15	C=CCOC(=O)C(C#N)c1nc2ccccc2nc1N1CCN(Cc2ccc3c(c2)OCO3)CC1 (stereo not given)	-1%	-15%	-11%	-6%	-29%	?	-3%	23%
16	Cc1nc(NCc2ccccc2)c2nc(-c3ccccc3)n(CCN3CCCC3)c2n1	/	?	6%	?	-3%	3%	/	9%
17	Cc1nnc(NC(=O)c2csc3c2CCCC3)s1	18%	0%	-3%	5%	2%	22%	11%	5%
18	Cc1nc(Cl)nc(N(C)c2ccccc2)c1[N+](=O)[O-]	1%	-1%	1%	/	-1%	/	/	-6%
19	COc1ccc(N(CC(=O)N2c3ccccc3CC2C)S(=O)(=O)c2c(C)noc2C)cc1 (stereo not given)	-16%	-4%	-7%	-1%	0%	13%	-9%	6%
20	O=C(NN1C(=O)C2C3C=CC(C3)C2C1=O)c1ccco1 (stereo not given)	9%	-6%	-17%	7%	-7%	-6%	0%	-7%
21	O=C(Nc1ccccc1C(=O)NCCN1CCOCC1)c1ccco1	-1%	10%	5%	?	3%	-20%	2%	-11%
22	COC(=O)N1C2CC(=O)O[C@@H]3c4cc5c(cc4[C@]1(C)[C@@]3(Br)c1ccccc12)OCO5	/	?	9%[17.5 µM]	?	21%[17.4 µM]	-30%[9.22 µM]	/	7%[14.2 µM]
23	Cc1ccc(Sc2ccc(/C=N/O)cc2[N+](=O)[O-])cc1	-14%	0%	-4%	3%	-8%	-23%	-2%	1%
24	Cc1ccc2cc3c(NC(=O)c4ccco4)nn(C)c3nc2c1	-4%	2%	19%	-16%	5%	/	-4%	/
25	CCC(=O)N(CCC1(C(C)C)CCOC(C)(C)C1)Cc1ccco1 (stereo not given)	4%	-5%	-8%	6%	-5%	-17%	3%	12%
26	NS(=O)(=O)c1ccc(CCNS(=O)(=O)c2cccc(C(=O)O)c2)cc1	4%	-5%	4%	/	-3%	/	/	-14%
27	Cc1cccc(NC(=S)NC2CC3CCCC(C2)N3CC(C)C)c1 (stereo not given)	-1%	-4%	1%	-3%	-3%	13%	?	9%
28	Cc1cccc(C(=O)N[C@H](C(=O)Nc2ccc(S(=O)(=O)NC3=NCCCCC3)cc2)C(C)C)c1	-3%	-8%	7%	20µM*	6%	3%	-11%	0%
29	O=c1[nH]cc(NCCNc2ncc(C(F)(F)F)cc2Cl)c(=O)[nH]1	2%	-1%	-5%	8%	/	19%	-1%	2%
30	CC(C)c1cc(CNC(=O)CCc2nnc(CCCc3ccccc3)o2)on1	-2%	8%	-3%	-2%	-3%	?	13%	5%
31	CC1(C)C(O)CC[C@]2(C)C1CC[C@@]1(C)C2C(=O)C=C2[C@@H]3C[C@@](C)(C(=O)O)CC[C@@]3(C)CCC21C (stereo not given in full)	/	-4%	20%	12%	9%	-2%	/	8%
32	Cc1cccnc1NC(=O)Nc1cccc2ccccc12	4%	?	2%	?	1%	-32%	4%	-9%
33	CS(=O)(=O)N(Cc1nnc(-c2cccs2)o1)c1ccc(Cl)cc1F	2%	-11%	-1%	-10%	-2%	8%	-5%[15.4 µM]	6%
34	CCOC(=O)CNC(=O)O[C@H]1C(=O)c2cc(OC)ccc2O[C@@H]1c1ccc(OC)c(Br)c1	/	-4%	-6%	-3%	-5%	3%	/	1%
35	Clc1ccc2c(N/N=C/c3ccccc3Br)ccnc2c1	-9%	-17%	-1%	7%	1%	-21%	3%	13%
36	COc1ccccc1NC(=O)CSc1ccc2nnc(-c3ccncc3)n2n1	-6%	0%	2%	4%	5%	-3%	-2%[15.4 µM]	-5%
37	Cn1c(N)c(C(=O)N/N=C/c2ccccc2)sc1=S	1%	?	2%	/	-10%	/	/	8%
38	CCOC(=O)c1c2c3c(cccc3[nH]c1=O)C(=O)c1ccccc1-2	0%	6%	6%	9%	9%	14%	-7%	12%
39	Cc1ccc(S(=O)(=O)C2(S(=O)(=O)c3ccc(C)cc3)CC2)cc1	-4%	0%	13%	/	5%	/	/	5%
40	Cc1ccc(S(=O)(=O)NNC(=O)c2ccc(O)cc2)cc1	-1%	-17%	0%	-11%	-3%	1%	5%	-3%
41	CCn1nc(C(=O)OCC(=O)c2ccc(F)cc2)c2ccccc2c1=O	-8%	-5%	-1%	-11%	1%	-7%	5%	3%
42	FC(F)(F)c1cccc(Cc2noc(CN3CCC(N4CCCCC4)CC3)n2)c1	8%	6%	2%	9%	2%	/	-7%	25%
43	COC(=O)CCC(C)C1CCC2C3C(C[C@H](O)C12C)C1(C)CC[C@@H](O)CC1C[C@H]3O (stereo not given in full)	/	-1%	3%	13%	-10%	/	/	1%
44	C/C=C/C=C/C(=O)Nc1nccs1	16%	-1%	-13%	-8%	-6%	-6%[1.84 µM]	-20%	4%
45	COc1ccc(-c2nn(CCC#N)cc2C=C(C#N)C#N)cc1	1%	-3%	-2%	/	-10%	/	/	2%
46	Cc1ccc(SCc2noc(-c3c(C)noc3C)n2)cc1	4%	-2%	4%	/	-12%	/	/	3%
47	N/C(=N\OC(=O)CCC1CCCC1)c1ccncc1	1%	-28%	7%	4%	0%	3%	8%	8%
48	O=[N+]([O-])c1ccc(O)c(C=Nc2cccc3ncccc23)c1	-4%	-12%	-6%	-11%	-7%	-9%	-1%	7%
49	COc1ccccc1Oc1ccccc1[N+](=O)[O-]	-11%	0%	-2%	/	-1%	/	/	-1%
50	COc1ccc(C(=O)Nc2cc(Cl)ccc2OC(=O)c2ccc(OC)cc2)cc1	-14%	-2%	-9%	1µM*	2%	24%	-15%	29%
51	COc1ccc(Cc2nnc(SCc3nc4ccccc4c(=O)[nH]3)o2)cc1	-2%	1%	-4%	4%	-4%	-3%	7%	-3%
52	CC(C)Cn1c(N)c(C(=O)COC(=O)c2ccccc2F)c(=O)n(C)c1=O	-10%	4%	4%	-15%	-12%	-16%	-3%	5%
53	Cc1ccc(S(=O)(=O)NCC2CCC(C(=O)O)CC2)cc1 (stereo not given)	-22%	-5%	4%	?	-9%	-9%	-7%	1%
54	Cc1ccc(C#CC[N+]2(CC#Cc3ccc(C)cc3)CCCCC2)cc1	-5%	0%	-12%	4%	-20%	-52%[inhibitor]	-1%	-4%
55	C/C(CC(C)(C)c1ccccc1)=N\NS(=O)(=O)c1ccccc1	-2%	-5%	-6%	13µM*	1%	2%	7%	10%
56	N#C/C(C(=O)N1CCCC1)=C1/N=C(N)c2ccccc21	-6%	8%	-5%	?	-8%	-7%	-4%	5%
57	Cc1ccc(NC(=S)NC2CC3CCCC(C2)N3Cc2cccs2)cc1 (stereo not given)	-11%	0%	-12%	?	-6%	-9%	-11%	12%
58	O=C(CCn1cnnn1)Nc1ccccc1F	8%	3%	1%	?	/	5%	-7%	-4%
